Mdm2-MdmX inh: disrupts the human Mdm2-MdmX interaction | inhibition, % at 8 µM | 330,000 tested, 3% active | SaOS-2 split-luciferase Mdm2/MdmX complementation, luminescence | O15151+Q00987;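 active means inhibition of at least 50% at 8 µM in the primary screen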
Target sequence (O15151 whole entry, looked up): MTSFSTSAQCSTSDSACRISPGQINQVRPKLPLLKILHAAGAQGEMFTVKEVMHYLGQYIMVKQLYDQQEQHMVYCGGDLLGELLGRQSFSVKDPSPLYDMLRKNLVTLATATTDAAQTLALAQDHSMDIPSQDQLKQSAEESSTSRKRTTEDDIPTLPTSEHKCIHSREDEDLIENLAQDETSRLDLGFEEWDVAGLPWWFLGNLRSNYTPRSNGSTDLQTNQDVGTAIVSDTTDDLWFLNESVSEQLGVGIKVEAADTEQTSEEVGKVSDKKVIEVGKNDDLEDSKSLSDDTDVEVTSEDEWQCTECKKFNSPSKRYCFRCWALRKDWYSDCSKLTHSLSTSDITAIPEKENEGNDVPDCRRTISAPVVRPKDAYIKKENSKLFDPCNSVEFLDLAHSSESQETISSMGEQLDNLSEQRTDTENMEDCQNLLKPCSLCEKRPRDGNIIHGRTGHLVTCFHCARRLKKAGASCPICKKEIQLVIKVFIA
Target sequence (Q00987 whole entry, looked up): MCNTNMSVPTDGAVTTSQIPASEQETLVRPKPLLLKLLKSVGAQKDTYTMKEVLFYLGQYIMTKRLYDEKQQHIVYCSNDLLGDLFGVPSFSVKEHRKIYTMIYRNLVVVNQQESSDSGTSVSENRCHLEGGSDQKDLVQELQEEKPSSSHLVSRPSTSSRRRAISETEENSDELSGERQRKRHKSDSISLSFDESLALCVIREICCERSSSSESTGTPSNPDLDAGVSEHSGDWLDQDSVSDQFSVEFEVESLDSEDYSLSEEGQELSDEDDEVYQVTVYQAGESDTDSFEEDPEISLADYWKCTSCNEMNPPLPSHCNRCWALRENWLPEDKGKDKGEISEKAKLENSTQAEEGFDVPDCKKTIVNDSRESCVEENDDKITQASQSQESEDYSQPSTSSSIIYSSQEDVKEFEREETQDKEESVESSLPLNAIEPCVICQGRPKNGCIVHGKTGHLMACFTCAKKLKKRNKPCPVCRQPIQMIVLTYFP
NR3A LBD binder: NR3A (human) ligand-binding domain modulation. Tm shift relative to glycine control, % at 25 µM. NR3A LBD differential scanning fluorimetry, Tm shift; 0% = protein alone, 100% = glycine-bound protein. 340,000 tested, 2.5% active;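 active means melting temperature shift of at least 10% of the positive control shift, at one fixed dose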
UPR XBP1 act: activators of adaptive arm of unfolded protein response (XBP1); activation, % at 20 µM; 330,000 tested, 0.33% active; CHO-XBP1 luciferase reporter, IRE1-XBP1 UPR activation, luminescence; percent of tunicamycin response, DMSO as zero;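 active means versus positive control, 20 µM dose yields 30% or more activation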;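 further: 100% = tunicamycin at 10 µg/mL and 0% = DMSO only wells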
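Material – CHO cell line with stable XBP1 luciferase reporter · Buffer or medium – F12 plus 10% FBS · Compound – single point, 20 µM final compound, 1% DMSO · Schedule – 16-18 h cell attachment at 37 °C, then 6 h compound exposure · Signal – Steady-Glo luminescence read · Benchmarks – high control tunicamycin 10 µg/mL final, low control DMSO vehicle only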
tim10-1 inh: inhibits growth of tim10-1 mutant yeast | S. cerevisiae tim10-1 ts strain growth, BacTiter-Glo, 24 h | inhibition, % at 20 µM | 330,000 tested, 2.2% active;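 active means inhibition of at least 40%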;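 further: mutant grown at 25 °C; 0% = DMSO wells with yeast and 100% = wells holding no yeast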
NALP3 yeast inh: NALP3 inhibition in yeast; AID 2825; Yeast reconstituted NLRP3/ASC/caspase-1, beta-gal luminescence, 24 h; 330,000 tested, 0.39% active; inhibition, % at 10 µM;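 active means inhibition of 50% or more; inactive means inhibition below 50%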;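 further: plate controls were induced DMSO wells for no effect and uninduced yeast grown without galactose for full effect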
tim23-1 inh: inhibits growth of tim23-1 mutant yeast; 330,000 tested, 1.3% active; AID 463212; S. cerevisiae tim23-1 growth, BacTiter-Glo luminescence, 24 h; inhibition, % at 20 µM;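 active means growth inhibition of the mutant yeast at or above 50%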;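 further: temperature-sensitive mutant grown at 25 °C; plate controls were DMSO-treated mutant yeast for no effect and medium wells lacking yeast for full effect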
TIM10 inh: TIM10 yeast growth inhibition; S. cerevisiae TIM10 strain growth, BacTiter-Glo luminescence, 24 h; inhibition, % at 10 µM; 330,000 tested, 1.4% active;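 active means inhibition of 40% or more at the single tested concentration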;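 further: wild-type TIM10 isogenic control strain grown at permissive 25 °C; 0% = DMSO yeast wells and 100% = minimal medium wells without yeast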
APJ agonist: activates the human apelin receptor APJ; CHO-K1 APJ PathHunter beta-arrestin, luminescence; 0% DMSO wells, 100% apelin; activation, % at 20 µM; 330,000 tested, 0.11% active; AID 2520;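 active means activation more than six SD over the plate average, tested at 20 µM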;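 further: 0% = DMSO alone and 100% = apelin-13 at 10 nM; some results filed as inactive read as strong as hits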
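Material: CHO-K1 APJ beta-arrestin complementation cell line; Input: cell density 1000 per well; Incubation: compound stimulation 90 min at 25 °C, detection 60 min; Signal: luminescence from split beta-galactosidase complementation, Galacton Star/Emerald II substrate; Controls: DMSO-only wells as negative, 10 nM Apelin-13 as positive control.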
UPR CHOP act: activators of apoptotic arm of unfolded protein response (CHOP) | CHO-CHOP luciferase reporter, UPR activation, luminescence; percent of tunicamycin response over DMSO baseline | activation, % at 10 µM | 330,000 tested, 0.34% active | AID 449763;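 active means at 10 µM dose, activation of 40% or more, normalized to positive control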;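 further: 100% = tunicamycin at 10 µg/mL and 0% = DMSO alone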
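Assay system: CHO-CHOP cells, stable luciferase reporter of PERK-eIF2a-CHOP signalling / Buffer or medium: F12 plus 10% serum / Compound dosing: one dose, 10 µM in 0.5% DMSO / Times: 6 h compound treatment, 37 °C / Technique: luciferase luminescence / Read-out: % reporter activation, DMSO baseline versus tunicamycin full activation / Benchmarks: tunicamycin and DMSO controls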
Numbers without * were called inactive; x = no result given.

SMILES	Mdm2-MdmX inh	NR3A LBD binder	UPR XBP1 act	tim10-1 inh	NALP3 yeast inh	tim23-1 inh	TIM10 inh	APJ agonist	UPR CHOP act
Cc1ccc(OCC(=O)Nc2ccc(NC(=O)c3ccco3)cc2)c(C)c1	17	29*	-1	-6	13	4	9	0	-0.4
Nc1ccc(C(=O)N/N=C/c2ccc(N3CCOCC3)s2)cc1	18	11*	0	-4	16	0	8	-4	1.8
O=C1c2ccccc2C(=O)N1Cc1cc(-c2ccccc2Cl)no1	-1	0	6	0	41	22	13	-3	0.6
CCP(=O)(CC)c1cccc(N)c1	-8	1	-2	-11	-3	-9	-1	1	-1.0
COc1ccc(C(=O)NC(NC(=S)Nc2ccc(S(N)(=O)=O)cc2)C(Cl)(Cl)Cl)cc1 (stereo unspecified)	-6	13*	2	4	7	15	5	-1	0.4
N#CCCn1cc(C(N)=O)c(-c2cccs2)n1	-3	1	0	5	1	4	10	2	1.2
CCN(C(=O)COC(=O)CCn1c(C)csc1=O)c1c(N)n(Cc2ccccc2)c(=O)[nH]c1=O	1	-1	1	-15	13	-9	5	-3	0.7
Cc1ccc(-c2nc3ncccn3c2Nc2ccc3c(c2)OCO3)o1	18	2	-2	26	11	21	7	7	-0.9
COc1ccccc1-c1noc(CCC(=O)Nc2cc(C(F)(F)F)ccc2Cl)n1	2	-11	5	43*	6	25	11	1	-0.6
O=c1[nH]c(CN2CCc3ccccc3C2)nc2ccccc12	6	1	-3	5	21	13	-2	-6	-0.9
O=C(Cc1ccsc1)OCC(=O)c1ccccc1	5	-6	3	-4	6	10	-4	-6	1.8
COc1cc(OC)c2ccc(=O)oc2c1C(CC(=O)N1CCOCC1)c1ccc2c(c1)OCO2 (stereo unspecified)	-16	-1	-1	5	7	-17	-7	9	0.8
C=C(C)COc1ccc(C2NC(=O)c3ccccc3O2)cc1OCC (stereo unspecified)	0	4	-4	10	14	26	14	-2	2.7
CCC(C)(C)NC(=O)/C=C/c1cccs1	8	0	1	2	-7	15	-2	-3	-0.8
COc1ccc(CN2C(=O)c3cccnc3C2=O)cc1S(=O)(=O)NC(C)C	-1	0	-5	-9	9	-5	0	-4	1.0
CC1CCN(c2cc(C#N)c(C#N)cc2[N+](=O)[O-])CC1	8	2	0	14	17	-12	3	3	-1.7
COc1ccc(CNc2nn[nH]n2)cc1OC	-13	-4	-1	10	12	11	11	-4	-1.0
CCOC(=O)C(C)CC(C)C(=O)N1CCOCCN(C(=O)C(C)CC(C)C(=O)OCC)CCOCC1 (stereo unspecified)	-3	1	-1	6	22	9	16	1	-1.2
COc1ccc(/C=C(\C#N)C(=O)OCC(=O)NCc2ccccc2Cl)cc1	0	4	-3	0	2	1	-18	-6	0.1
COc1cccc(NC(=O)COC(=O)CCS(=O)(=O)c2ccc(C)cc2)c1	-1	2	0	10	-13	10	15	4	0.1

Entries listed so far that bear a hit mark in NR3A LBD binder.
SMILES	Mdm2-MdmX inh	NR3A LBD binder	UPR XBP1 act	tim10-1 inh	NALP3 yeast inh	APJ agonist
Cc1ccc(OCC(=O)Nc2ccc(NC(=O)c3ccco3)cc2)c(C)c1	17	29*	-1	-6	13	0
Nc1ccc(C(=O)N/N=C/c2ccc(N3CCOCC3)s2)cc1	18	11*	0	-4	16	-4
COc1ccc(C(=O)NC(NC(=S)Nc2ccc(S(N)(=O)=O)cc2)C(Cl)(Cl)Cl)cc1 (stereo unspecified)	-6	13*	2	4	7	-1

The results go on:
SMILES	Mdm2-MdmX inh	NR3A LBD binder	UPR XBP1 act	tim10-1 inh	NALP3 yeast inh	tim23-1 inh	TIM10 inh	APJ agonist	UPR CHOP act
Cc1cccc2sc(NS(=O)(=O)c3ccccc3)nc12	-16	-5	-3	19	6	24	3	-3	0.7
C=CCOc1cccc(C(=O)Nc2ncn[nH]2)c1	-1	-1	-3	-4	-2	5	0	-1	2.0
CC1Cc2ccccc2N1C(=O)CSc1nncs1 (stereo unspecified)	-17	-2	-1	14	16	7	10	-5	1.5
CCCCn1c(N)c(N(CC(C)C)C(=O)CSc2nnc(-c3ccc(Cl)cc3)o2)c(=O)[nH]c1=O	10	10*	1	-10	-2	-2	-4	-1	-1.6
COc1cccc(C(=O)NNC(=O)Cc2ccc(Cl)cc2)c1	-12	0	-1	-7	11	-8	-11	-1	-0.8
CC(=O)N1CC(C)Sc2ccc(S(=O)(=O)NCc3ccccc3Cl)cc21 (stereo unspecified)	8	1	-5	13	8	26	10	0	7.9
c1ccc2sc(C3CCN(Cc4nnnn4Cc4ccc5c(c4)OCO5)CC3)nc2c1	15	1	-2	20	-1	-7	26	-4	-1.0
Cc1nn(CCOc2ccccc2)c(=O)n1-c1ccc(F)cc1	-18	2	2	27	-4	-4	-9	-3	4.1
Cc1ccc(S(=O)(=O)NNC(=O)c2c(O)c3ccccc3[nH]c2=O)cc1	4	0	1	-14	17	-14	-26	-1	-1.1
Cc1ccc(/C=C(\C#N)c2nc3ccccc3[nH]2)s1	-139	19*	0	-43	51*	5	22	0	1.4
Cc1cc(C)n(-c2nc(NCCCN(C)C)c3c4c(sc3n2)CCCC4)n1	54*	2	5	14	23	-30	-5	1	1.5
COc1ccc(-c2oc3ccc(N4CCOCC4)cc3c2C#Cc2ccc(N)cc2)cc1	30	-28	2	22	7	23	24	4	-0.4
Cc1ccc2cc(CN(c3ccccc3)S(=O)(=O)c3ccccc3)c(=O)[nH]c2c1	2	0	-2	13	6	22	8	-1	2.7
Cc1ccc(S(=O)(=O)Oc2ccccc2/C=N/O)cc1	-12	2	0	6	23	13	-2	0	1.2
COc1ccc(CC(C)N2CCN(c3ccccc3OC)CC2)cc1OC (stereo unspecified)	-26	-3	0	-3	16	7	4	-3	-0.7
CC(=O)c1ccc(NC(=O)c2cnn3ccccc23)cc1	-1	5	-3	-6	14	0	8	1	-0.4
COc1ccc(C2(O)CCN(Cc3nnnn3Cc3ccc(F)cc3)CC2)cc1	7	2	-5	28	11	15	5	-5	-3.3
Cc1cccc(Cn2ccc(NC(=O)c3cccnc3)n2)c1	9	0	1	-2	6	3	19	-2	0.3
CCCOP(=O)(c1ccc(N(C)C)cc1)C(O)c1ccc(Cl)cc1 (stereo unspecified)	28	-3	-3	24	-3	37	25	-3	0.7
CC(C)CC(N)c1cn([C@@H](CCC(=O)O)C(=O)N2CCNCC2)nn1 (stereo partly specified)	12	0	1	-6	19	2	-7	-5	-0.8
CC(Nc1ccc2c(c1)OCCO2)C(=O)N1c2ccccc2CC1C (stereo unspecified)	8	1	-1	16	12	20	1	-4	-2.1
COc1ccc(OCC(O)CNCc2ccco2)cc1 (stereo unspecified)	12	0	-6	6	8	10	1	-3	-0.2
Cc1cc(C)c2c(=O)[nH]cnc2n1	3	-1	1	6	12	-10	1	-2	-1.2
CCN(c1cc(C)cc(C)c1)S(=O)(=O)c1nnc(NC(=O)C(C)(C)C)s1	29	0	-3	12	15	8	11	-1	0.0
COc1cc2c(cc1OC)C1=NC(=O)CN1C(SCc1ccccc1)=N2	38	-3	-1	5	3	6	0	12	0.9
CN1CCN(CC(=O)NN2CC(=O)N(c3ccc(F)cc3)CC2=O)CC1	4	0	-1	-6	3	12	-3	-4	-0.7
CCn1nc(NC(=O)Cc2ccc(OC)cc2)c2cc3cccc(C)c3nc21	4	6	-2	19	7	19	15	3	0.6
CCc1cccc(C)c1NC(=O)COC(=O)Cn1c(C)csc1=O	17	-1	2	-7	14	3	0	-6	1.0
C=CCn1c(SCC(=O)NC23CC4CC(CC(C4)C2)C3)nc(O)cc1=O	-7	-1	-3	15	5	20	16	6	-2.2
COc1ccc(OCC(=O)Nc2cc(-c3nn(C)c(=O)c4ccccc34)ccc2N2CCOCC2)cc1	67*	-1	5	0	19	7	1	4	1.2
O=C(CNC(=O)/C(=C\c1ccc(F)cc1)NC(=O)c1ccccc1)OCc1ccccc1	2	-1	-5	21	11	5	5	1	0.6
COC(=O)c1cc(=O)n(Cc2ccco2)c(=Nc2ccc(F)cc2)s1	58*	-2	2	24	5	26	19	-8	19
COc1ccc(N2CCN(C(=O)CN3C(=O)NC(C)(c4ccc5ccccc5c4)C3=O)CC2)cc1 (stereo unspecified)	2	-1	2	33	15	27	26	-3	0.5
COc1ccc(N2C(=O)CC(N3CCN(S(=O)(=O)c4c(C)cc(C)cc4C)CC3)C2=O)cc1 (stereo unspecified)	8	0	-2	21	15	31	20	-2	-1.9
CC(=O)Nc1ccc(C(=O)OCc2ccc(Br)cc2)cc1	18	-14	0	34	29	46	41*	-1	0.8
C=CCn1nc(-c2ccccc2)cc1C(=O)OCC	19	-2	1	10	23	15	-3	-1	-0.5
Cc1cc(C)cc(NC(=O)NC(C)C2CCCO2)c1 (stereo unspecified)	0	0	1	36	-2	-3	-11	-4	0.2
CSc1nnc2c3c4c(sc3c(=O)n(-c3ccccc3)n12)CC(C)(C)OC4	13	-1	-2	33	-4	4	24	-2	-0.8
O=C(Cn1cnc2c(nnn2Cc2ccccc2)c1=O)NCc1ccccc1Cl	-39	-1	-2	-1	-1	-19	-39	-1	1.4
O=C(O)c1ccc(NCc2cccc(Br)c2)cc1	11	-1	-2	29	12	19	7	1	6.6
COc1ccc(OC)c(NC(=O)C2CCCN(S(=O)(=O)c3cccc4nsnc34)C2)c1 (stereo unspecified)	-19	1	-1	29	22	19	22	3	-1.6
COc1ccc(C(CNC(=O)CCNC(=O)c2ccc(Br)cc2)N2CCOCC2)cc1 (stereo unspecified)	23	-2	-2	-23	10	-8	-3	0	0.9
O=C(Nc1nnc(-c2cccs2)o1)c1cccc(Oc2ccccc2)c1	55*	-7	1	19	30	46	1	-3	4.4
CC(=O)NC1=NN(C(C)=O)C(C)(CS(=O)(=O)c2ccc(C)c(C)c2)S1 (stereo unspecified)	2	1	0	1	4	11	-9	2	2.4
CN(C)c1cccc(C(=O)NC2CCCCCC2)c1	-61	-12	-1	21	16	31	24	6	3.2
S=C(Nc1ccccc1)N1CCN(C(=S)Nc2ccccc2)CC1	14	x	-1	2	20	-7	1	-4	-0.4
COc1ccccc1C/C(N)=N/OC(=O)/C=C/c1ccccc1	13	-4	1	53*	3	75*	83*	2	0.9
Cc1cccc(Cn2cnc3c(N)c(C)c(C)cc32)c1	8	-1	-1	17	18	15	9	-5	-0.5
CCCn1c(N)c(N(CCOC)C(=O)c2ccc([N+](=O)[O-])cc2Cl)c(=O)[nH]c1=O	23	0	-5	3	3	9	-6	-1	0.1
COC(=O)C1=C(C)NC(C)=C(C(=O)OC)C1c1ccc(NC(C)=O)cc1	-1	2	-3	-8	-1	-3	-15	0	-1.5

Record cards, from the list above. Screens in order: Mdm2-MdmX inh | NR3A LBD binder | UPR XBP1 act | tim10-1 inh | NALP3 yeast inh | tim23-1 inh | TIM10 inh | APJ agonist | UPR CHOP act
COc1ccccc1C/C(N)=N/OC(=O)/C=C/c1ccccc1 across the screens: 13 | -4 | 1 | 53* | 3 | 75* | 83* | 2 | 0.9
COC(=O)C1=C(C)NC(C)=C(C(=O)OC)C1c1ccc(NC(C)=O)cc1 across the screens: -1 | 2 | -3 | -8 | -1 | -3 | -15 | 0 | -1.5

Compound activity as filed in PubChem.

Hits appear at their usual frequency, and some 8.2% of all compounds hit somewhere here.
